TDP1 cell noCPT: qHTS for Inhibitors of human tyrosyl-DNA phosphodiesterase 1 (TDP1): qHTS in cells in absence of CPT; 15% of 420,000 active; Potency, µM (top dose mostly 46.2 µM), inactives show at the highest dose activity change, negative = growth inhibition, hits mostly inhibitors; DT40 Tdp1-/- hTDP1 cells, no CPT, ATP luminescence, 48 h; AID 686978, 2013; also: nearly all actives have a fitted effect of over 55% in size
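No-CPT arm: Tdp1-/-;hTDP1 DT40 cells (400/well) plus compounds, incubated ≥48 hr at 37 °C. Readout CellTiter-Glo luminescence.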
TDP1 inh: TDP1 (human) enzyme inhibition. Q9NUW8. recombinant TDP1, AlphaScreen DNA substrate cleavage. Potency, µM (top dose mostly 130 µM), for the others: at the top dose activity change, negative = inhibition, hits mostly inhibitors. 0.28% of 350,000 active. AID 485290; also: nearly all actives have a fitted effect of over 40% in size
Target sequence (Q9NUW8 whole entry, looked up): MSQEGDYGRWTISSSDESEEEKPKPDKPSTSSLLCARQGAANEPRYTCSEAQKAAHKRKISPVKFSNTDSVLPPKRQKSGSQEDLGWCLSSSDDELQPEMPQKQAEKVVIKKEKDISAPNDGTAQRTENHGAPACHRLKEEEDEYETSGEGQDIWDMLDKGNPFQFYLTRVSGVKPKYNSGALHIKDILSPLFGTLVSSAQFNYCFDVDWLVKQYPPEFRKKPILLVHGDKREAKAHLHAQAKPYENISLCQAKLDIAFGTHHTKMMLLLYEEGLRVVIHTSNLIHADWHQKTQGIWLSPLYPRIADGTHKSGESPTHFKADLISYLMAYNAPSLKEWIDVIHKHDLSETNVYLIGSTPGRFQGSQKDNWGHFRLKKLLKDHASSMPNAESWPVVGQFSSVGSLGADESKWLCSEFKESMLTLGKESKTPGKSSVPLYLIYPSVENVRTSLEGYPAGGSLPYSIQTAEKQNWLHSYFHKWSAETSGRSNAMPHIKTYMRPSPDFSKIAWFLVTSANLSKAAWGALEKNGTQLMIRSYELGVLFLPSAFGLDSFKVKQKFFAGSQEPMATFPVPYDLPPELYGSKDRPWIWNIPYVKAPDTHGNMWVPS
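Compounds were preincubated with Tdp1 (1 nM final) for 15 min at room temperature before substrate (15 nM final) started a 5 min reaction; beads (10 ug/ml final) were then added for 10 min before AlphaScreen detection.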
KAT2A inh: inhibitors of human GCN5L2 histone acetyltransferase | GCN5L2 HAT assay, ThioGlo1 CoA-SH fluorescence | 0.21% of 390,000 active | AID 504327 | Potency, µM (titrated, usually from 58.9 µM), for inactives: at the highest dose activity change, negative = inhibition, most hits filed as inhibitors | Q92830
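qHTS, 1536-well. 20nM enzyme, pH 7.5 HEPES/EDTA/Tween-20 buffer; 15 min compound preinc., RT. Start: 75uM H3(1-25), 70uM AcCoA, 50uM ThioGlo1. Read Ex340/Em540 at t=0 (autofluorescence flag) and t=20 min.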
The depositor's hits bear a star; ? = inconclusive; . = not tested or not shown; & = joins results of further samples; [ ] = dose if it differs, or a comment. Calls follow the shape of the dose curve; as a rule, active = well fitted curve in the direction sought with a large enough effect; inconclusive = small, poorly fitted or top-dose-only effect, or another doubt; inactive = no such curve, though single readings can be large; an effect the other way counts as inactive or inconclusive. % is scaled to controls: 0 for no effect and ±100 for the full control effect; potency is read from the fitted curve at half-maximal effect. An excerpt; rates above refer to the full screens.

Values in the order – TDP1 cell noCPT | TDP1 inh | KAT2A inh
1. c1cncc(-c2cc(NCc3cccs3)ncn2)c1
  ? | . | -13%
2. CCCc1nnc(NC(=O)COC(=O)c2cc(C)nc3ccccc23)s1
  -17% | 1% | -5%
3. O=C(CCn1nc(-c2ccc(F)cc2)ccc1=O)NCc1ccccc1
  -6% | -3% | -3%
4. C=CCn1c(SCC(=O)NC2CCCC2)nnc1-c1ccncc1
  0% | 4% | 2%
5. COc1cc(CCC(=O)OCc2nnc(-c3ccccc3)o2)cc(OC)c1OC
  3% | 4% | -3%
6. COc1cc(CC(=O)Nc2ncc(C)s2)cc(OC)c1OC
  ? | 4% | -11%
7. CCOC(=O)c1c(C)[nH]c(C(=O)COC(=O)CNC(=O)c2ccccc2Cl)c1C
  -20% | -3% | 36%[activator]
8. O=C(Cn1cc(S(=O)(=O)Cc2ccccc2F)c2ccccc21)N1CCOCC1
  -14% | 4% | -2%
9. Cc1ccc(S(=O)(=O)N(C)C)cc1NC(=O)C(C)N(C)Cc1sccc1C (stereo unspecified)
  21µM* | . | -1%
10. Cc1ccc(C)c(N(C)S(=O)(=O)c2ccc3[nH]cc(C(=O)NC4CCCC4)c(=O)c3c2)c1
  ? | 8% | -9%
11. CCCCc1cc(=O)oc2c(C)c(OCc3nn[nH]n3)ccc12
  0% | 4% | -8%
12. COc1ccc(CNc2ncnc3sccc23)cc1
  4.1µM* | 9% | 3%
13. Cc1ccc2[nH]cc(CCCN3C(=O)c4ccccc4C3=O)c2c1
  -4% | 6% | -9%
14. Cc1nn(-c2ccc(N3CCCC3)nn2)c(C)c1CCC(=O)N1CCN(c2ccccc2F)CC1
  ? | 5% | -5%
15. COc1ccc(N2CCN(CC(=O)Nc3ccc(C)cc3)CC2)cc1
  -21% | . | -5%

Entries 1 through 3, quoted:
Values in the order – TDP1 cell noCPT | TDP1 inh | KAT2A inh
1. c1cncc(-c2cc(NCc3cccs3)ncn2)c1
  ? | . | -13%
2. CCCc1nnc(NC(=O)COC(=O)c2cc(C)nc3ccccc23)s1
  -17% | 1% | -5%
3. O=C(CCn1nc(-c2ccc(F)cc2)ccc1=O)NCc1ccccc1
  -6% | -3% | -3%

7 compounds out of the list, ordered by molecular weight, rising:
Values in the order – TDP1 cell noCPT | TDP1 inh | KAT2A inh
1. c1cncc(-c2cc(NCc3cccs3)ncn2)c1
  ? | . | -13%
12. COc1ccc(CNc2ncnc3sccc23)cc1
  4.1µM* | 9% | 3%
6. COc1cc(CC(=O)Nc2ncc(C)s2)cc(OC)c1OC
  ? | 4% | -11%
3. O=C(CCn1nc(-c2ccc(F)cc2)ccc1=O)NCc1ccccc1
  -6% | -3% | -3%
2. CCCc1nnc(NC(=O)COC(=O)c2cc(C)nc3ccccc23)s1
  -17% | 1% | -5%
9. Cc1ccc(S(=O)(=O)N(C)C)cc1NC(=O)C(C)N(C)Cc1sccc1C (stereo unspecified)
  21µM* | . | -1%
10. Cc1ccc(C)c(N(C)S(=O)(=O)c2ccc3[nH]cc(C(=O)NC4CCCC4)c(=O)c3c2)c1
  ? | 8% | -9%

Next section
Values in the order – TDP1 cell noCPT | TDP1 inh | KAT2A inh
16. Cc1ccc(-n2[nH]c(C)c(/C=C3/C=Nc4ccccc43)c2=O)cc1C
  0% | 5% | -3%
17. CCCC1C(=O)N2C(N(C)C)=Nc3ccc(C)cc3N2C1=O (stereo unspecified)
  -7% | . | -9%
18. Nc1nnc(SCC(=O)Nc2ccc3c(c2)OCCO3)s1
  -12% | 2% | 1%
19. CCCCC(c1nnnn1Cc1ccco1)N1CCN(c2nc3ccccc3s2)CC1 (stereo unspecified)
  ? | 2% | -10%
20. COc1ccc(CC(=O)Nc2ccc(N3CCOCC3)cc2)cc1S(=O)(=O)N1CCOCC1
  24% | 1% | -22%
21. CCCCCC(=O)Nc1ccc(S(=O)(=O)Nc2ccc(Cl)nn2)cc1
  -1% | 3% | -3%
22. O=C(c1cc2ccccc2oc1=O)N1CCOCC1
  1% | . | 0%
23. CCOc1ccc2[nH]cc(S(=O)(=O)c3ccc(C)cc3)c(=O)c2c1
  ? | 3% | -3%
24. O=C(CNC(=O)c1ccc(-c2ccccc2)cc1)Nc1ccc(S(=O)(=O)Nc2ncccn2)cc1
  -1% | -5% | -16%
25. O=C(COC(=O)c1cc(Cl)ccc1O)c1ccc2c(c1)OCO2
  ? | -6% | -1%
26. CCc1nn(CC(=O)NCCCN(C)C2CCCCC2)c(=O)c2cc3occc3n12
  21% | -1% | 2%
27. COc1ccc(N(CC(=O)Nc2nc3ccc(C)cc3s2)S(=O)(=O)c2c(C)nn(C)c2C)cc1
  ? | 5% | -8%
28. CCN(CC(=O)NC(=O)NCc1ccccc1)Cc1nc2ccccc2c(=O)[nH]1
  -25% | 6% | 3%
29. Cc1ccc(CN2C(=O)N/C(=C\c3ccc(N4CCOCC4)cc3)C2=O)cc1
  ? | -5% | -3%
30. Cc1ccc(C)c(OCc2cc(C(=O)N(C)Cc3nccs3)no2)c1
  -14% | 0% | -4%
31. CN(c1nc2ccccc2n2c(-c3ccco3)nnc12)S(=O)(=O)c1ccccc1
  -13% | -6% | 2%
32. O=C(CCCN1C(=O)/C(=C\c2cccc(Br)c2)SC1=S)Nc1cccnc1
  15µM* | 6% | -22%
33. CN(C)S(=O)(=O)c1cc(NC(=O)CSc2ncc(C(F)(F)F)cc2Cl)ccc1Cl
  16µM* | 6% | -11%
34. Cc1ccc(S(=O)(=O)N(C)C)cc1NC(=O)c1cc(=O)[nH]c2ccccc12
  ? | . | -5%
35. CCCOc1ccc(N2C(=O)CC(N3CCN(c4ccc([N+](=O)[O-])cc4)CC3)C2=O)cc1 (stereo unspecified)
  -46% | . | ?
36. O=C(COc1ccc(S(=O)(=O)NC2CCCC2)cc1)N1CCCCCC1
  -21% | 8% | -14%
37. Cc1cccc(NC(=O)Cn2nnc(C(=O)NCc3ccco3)c2N)c1
  19%&-2% | -3%&7% | -7%&-5%
38. Cn1c(=O)c2c(O)c(Cc3ccccc3)c(=O)[nH]c2n(C)c1=O
  -12% | 5% | -1%
39. O=C(N/C(=C/c1ccco1)C(=O)N1CCCCCC1)c1cccs1
  4% | -2% | -6%
40. Cc1cccc(NC(=O)C2C(c3ccccc3)C2(Cl)Cl)c1 (stereo unspecified)
  13µM* | -4% | -27%
41. CCOc1cc(/C=C2\N=C(C)OC2=O)cc(Br)c1OCC(=O)OC
  ? | 0% | 1%
42. CCn1c(SCC(=O)NC2CCCc3ccccc32)nnc1-c1ccncc1 (stereo unspecified)
  3% | -3% | 3%
43. COc1ccc(-n2cc(C(=O)Nc3cc([N+](=O)[O-])ccc3OC)c3ccccc3c2=O)cc1
  -18% | 4% | -1%
44. O=C(COC(=O)c1ccccc1[N+](=O)[O-])NC(=O)c1ccccc1
  -13% | . | -5%
45. O=C(CNC(=O)c1ccc(Cl)cc1)NNC(=O)c1ccc(Br)cc1
  0% | 0% | -6%
46. C[C@H](CO)N1C[C@H](C)[C@@H](CN(C)CC2CCCCC2)Oc2c(NS(=O)(=O)c3ccccc3)cccc2C1=O
  -15% | 0% | -1%
47. CCOC(=O)C1CCN(C(=O)c2nn(-c3ccc(OC)c(Cl)c3)c(=O)c3c2c2ccccc2n3C)CC1
  15µM* | 5% | -7%
48. C=CCNc1nc(C(F)(F)F)nc2c1nnn2Cc1ccccc1Cl
  ? | . | 6%
49. O=C1CCc2cc(S(=O)(=O)NCCC(=O)N3CCN(c4cccc(Cl)c4)CC3)ccc2N1
  10µM* | 3% | 2%
50. CC(C)NC(=O)N(C)C[C@H]1Oc2ccc(NC(=O)NC3CCCCC3)cc2C(=O)N([C@H](C)CO)C[C@@H]1C
  2% | 1% | -3%
51. COc1ccccc1CNC(=O)C1CCCN(c2nnc(C)c3c(C)n(-c4ccccc4)nc23)C1 (stereo unspecified)
  21µM* | 0% | -3%
52. O=C(Nc1nnc(CSCc2ccc(F)cc2)s1)c1cccc([N+](=O)[O-])c1
  ? | 5% | 3%
53. CCOc1ccc(NC(=O)CSc2nnc(-c3ccco3)n2N)cc1
  20% | 0% | 1%
54. Cc1ccsc1/C=N/NC(=O)c1ccco1
  -13% | -3% | -2%
55. CCN(CC(=O)Nc1ccc(NC(C)=O)cc1)CC(=O)Nc1ccc(Cl)c(Cl)c1
  -17% | . | 2%
56. C=CCNC(=O)c1cccc(NS(=O)(=O)c2ccc(Cl)cc2)c1
  -7% | 3% | -5%
57. COc1ccccc1C(=O)COC(=O)CN1C(=O)C2CC=CCC2C1=O (stereo unspecified)
  -4% | 1% | -28%
58. O=C(O)Cc1sc(Nc2ccc(F)cc2)nc1-c1cccs1
  6% | 4% | -7%
59. O=C(NCC1CCCO1)C1CCCN(S(=O)(=O)c2ccc(Cl)cc2)C1 (stereo unspecified)
  -7% | -4% | 1%
60. Cn1c(C(O)c2ccc(Cl)cc2)nc(Cl)c1Cl (stereo unspecified)
  -14% | 0% | 1%
61. Cc1ccc(NS(=O)(=O)c2ccccc2[N+](=O)[O-])cc1C
  6% | 0% | -26%
62. COc1ccc(NC(=O)COc2cc(C)cc(C)c2)cc1S(=O)(=O)N1CCCCC1
  8.2µM* | -9%[0.505 µM] | -9%
63. CN1CCN(c2ccc(NC(=S)NC(=O)c3cccc4c(Br)cccc34)cc2)CC1
  18µM* | 4% | -1%
64. C/C=C\C=C/C(=O)Nc1cccc(C2=NOC3(C2)C[C@@H](C(N)=O)N(C(=O)c2ccc(Cl)cc2)C3)c1 (stereo partly specified)
  -14% | 0% | 34%
65. COc1cc(CCC(=O)OCC(=O)NCCc2ccc(S(N)(=O)=O)cc2)cc(OC)c1OC
  10% | -1% | -1%
66. Cc1ccc(NC(=O)c2cc(-c3ccc(F)cc3)on2)cc1C
  -15% | 3% | 1%
67. COCCn1c(COc2cccc(OC)c2)nnc1SCC(=O)NC1CCCC1
  6% | 4% | -5%
68. Cc1ccc(CNC(=O)c2ccc(N3CCC4(CC3)CC(c3ccccc3)=NO4)c([N+](=O)[O-])c2)cc1
  ? | . | 2%
69. CCOc1ccc2nc(NC(=O)c3cnc(C)cn3)sc2c1
  21µM* | 4% | 1%[0.501 µM]
70. CCOC(=O)c1ccc(NC(=O)N(CC)CC)cc1
  ? | 5% | -4%
71. O=C(Nc1ccccc1)Nc1cc([N+](=O)[O-])ccc1F
  ? | 0% | -5%
72. CC(C)NC(=O)c1ccc(CNC(=O)OCC(F)(F)F)cc1
  7% | 2% | -2%
73. c1cncc(CSc2nnc3ccc(-c4ccncc4)nn23)c1
  -1% | 8% | -19%
74. OC(COCC1COc2ccccc2O1)CN1CCN(c2ccc(F)cc2)CC1 (stereo unspecified)
  ? | 3% | -8%
75. O[C@@](CCN1CCCC1)(c1ccccc1)C1CCCCC1
  . | 14%[21 µM] | 0%[21.4 µM]

Compound activity from PubChem.
